PrPC TRFRET = cell surface PrPC inhibition, primary TR-FRET screen | P04156 | TR-FRET read-out | inhibition, % at 13.8 µM | 370,000 compounds, 0.43% hits | AID 720596; in the data active means inhibition above about 24%; further: 0% = median of the test wells and 100% = reference compound wells
SARS 3CLpro inh = SARS-CoV 3CLpro protease inhibition; inhibition, % at 6 µM; recombinant SARS-CoV 3CLpro, quenched FRET peptide cleavage; AID 1706; 290,000 compounds, 0.14% hits; P0C6X7; in the data active means inhibition above about 12%
MazEF act = activators of E. coli MazEF toxin-antitoxin RNase | P0AE70 | FAM/BHQ RNA-DNA oligo cleavage fluorescence, 5 h | activation, % at 20 µM | 350,000 compounds, 0.32% hits | AID 504720; in the data active means activation above about 50%
Target sequence (P0AE70 whole entry, looked up): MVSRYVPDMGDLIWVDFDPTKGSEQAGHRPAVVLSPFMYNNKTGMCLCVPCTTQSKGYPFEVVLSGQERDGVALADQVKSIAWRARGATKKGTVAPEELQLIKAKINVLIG
Rv3671c inh = Rv3671c (M. tuberculosis) protease inhibition; 320,000 compounds, 0.048% hits; AID 2606; P9WHR9; inhibition, % at 5.96 µM; in the data active means inhibition above about 38%;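 further: extracellular domain of Rv3671c used as enzyme; 0% = enzyme with DMSO and 100% = no enzyme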
Target sequence (P9WHR9 whole entry, looked up, the tested form may be a part): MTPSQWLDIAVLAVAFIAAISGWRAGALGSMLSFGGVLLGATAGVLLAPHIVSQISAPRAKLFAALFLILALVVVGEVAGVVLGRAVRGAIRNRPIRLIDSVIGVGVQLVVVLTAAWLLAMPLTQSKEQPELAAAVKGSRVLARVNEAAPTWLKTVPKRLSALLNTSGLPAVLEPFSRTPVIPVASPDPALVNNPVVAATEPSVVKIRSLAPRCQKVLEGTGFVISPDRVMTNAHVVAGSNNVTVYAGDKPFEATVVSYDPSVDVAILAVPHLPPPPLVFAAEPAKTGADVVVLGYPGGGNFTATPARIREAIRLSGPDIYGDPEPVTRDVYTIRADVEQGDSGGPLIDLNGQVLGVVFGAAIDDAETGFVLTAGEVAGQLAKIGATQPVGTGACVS
Y pestis TopoI = blocks Yersinia pestis topoisomerase I activity | Y. pestis Topo-I cleavage product accumulation, plate reader | activity, % at 10 µM | 360,000 compounds, 0.064% hits | AID 504884; in the data active means activity above about 50%, passing the limit was not always enough; further: inactives centre near 2
CCHFV vOTU inh = CCHFV vOTU protease inhibition; Pep-AMC fluorescence; inhibition, % at 11.5 µM; 370,000 compounds, 0.55% hits; AID 651958; in the data active means inhibition above about 30%; further: 0% = vehicle wells with enzyme and 100% = no enzyme wells
TcdB inh = blocks C. difficile toxin B glycohydrolase activity; P18177; TcdB glycohydrolase enzymatic assay, plate reader; inhibition, % at 9.99 µM; 350,000 compounds, 0.24% hits; AID 652162; in the data active means inhibition above about 10%
DUSP3 inh = inhibitors of human VHR1 phosphatase (DUSP3); P51452; recombinant VHR phosphatase, pNPP absorbance; inhibition, % at 13.3 µM; 290,000 compounds, 0.52% hits; AID 1654; in the data active means inhibition above about 50%; further: some compounds called inactive have numbers as strong as hits
Target sequence (P51452 whole entry, looked up): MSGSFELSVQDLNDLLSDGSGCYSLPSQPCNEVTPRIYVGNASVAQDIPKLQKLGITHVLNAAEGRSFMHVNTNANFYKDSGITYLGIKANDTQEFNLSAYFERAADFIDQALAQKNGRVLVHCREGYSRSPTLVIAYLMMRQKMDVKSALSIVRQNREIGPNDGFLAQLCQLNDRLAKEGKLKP
PriA SSB inh = K. pneumoniae PriA-SSBct interaction inhibition; 430,000 compounds, 0.6% hits; AlphaScreen SSBct-PriA binding, biotinylated peptide; inhibition, % at 33 µM; in the data active means inhibition mostly above about 37%, no sharp cut-off; inactive means mostly below about 20%;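 further: plate controls were negative control peptide for no effect and reference peptide for full effect; strong numbers were not always called active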
BH1578 lux ind = inducers of Vibrio cholerae quorum light production without autoinducers. V. cholerae BH1578 lux reporter, luminescence, 6 h. activation, % at 18.7 µM. 350,000 compounds, 0.16% hits; in the data active means activation mostly above about 9.7%, no sharp cut-off; further: not every result past the cut was called active; inactives centre near 0; reference of the scale not given here
The depositor's hits bear a star; i = inactive; . = not tested or not shown; & = joins results of further samples. Not all compounds are listed; the hit share may differ from the screen's.

cpd	SMILES	MazEF act	SARS 3CLpro inh	Y pestis TopoI	PriA SSB inh	TcdB inh	DUSP3 inh	CCHFV vOTU inh	BH1578 lux ind	Rv3671c inh	PrPC TRFRET
1	CCC(CO)Oc1cc(NC(=O)Cc2ccccc2F)c2ncn(C(C)C)c2c1 (stereo unspecified)	3	.	15	-17	0.1	.	5	i	0	-1
2	CCN1C(=O)c2ccc(C(=O)NCc3ccco3)cc2C1=O	2	-3	-3	0	0.3	2	4	-0.3	-1	5
3	COc1ccc(OCCC(=O)NC2CCCCC2)cc1	5	4	7	-5	1.2	8	4	-0.5	7	-4
4	Cc1occc1-c1nnc(SCc2cc(=O)n3cc(Br)ccc3n2)n1C	4	-2	.	-13	.	32	-4	.	-5	-22
5	COc1cc(CN(C2CCCCC2C)S(=O)(=O)c2ccc(S(=O)(=O)NC3CC3)cc2)cc(OC)c1OC (stereo unspecified)	3	6	12	-4	0.2	2	15	i	-4	-2
6	O=C(CN1C(=O)NC2(CCc3ccccc32)C1=O)Nc1ccc(Br)cc1F (stereo unspecified)	-28	.	1	-4	-0.2	.	-1	-4.3	-1	0
7	O=C(c1ccc(Cl)cc1)C(CN1CCCCC1)c1ccccc1 (stereo unspecified)	-2	2	0	5	0.2	0	18	-0.8	6	-4
8	COc1cc2c(cc1NC(=O)Nc1ccccc1)oc1ccccc12	37	-1	-24	-2	.	5	12	i	-33	24
9	COc1ccc(CC(=O)N/N=C(\C)c2cccc(NC(=O)C3CC3)c2)cc1	-2	-4	4	.	1.4	13	-6	-1.4	.	5
10	Fc1ccccc1NC(=S)N1CCC(c2ccccc2)C1 (stereo unspecified)	-18	7	1	-10	0.7	21	-4	0.4	-3	1
11	O=C(CN1CCN(c2nc(-c3ccccc3)cs2)CC1)NNC(=O)c1ccco1	3	0	-7	-8	-1.0	5	-8	-0.3	8	-2
12	O=C(/N=C1/c2ccccc2CN1c1ccccc1)Nc1ccccc1	2	4	3	.	0.5	10	-11	0.3	-9	-8
13	COc1ccc2c(CC#N)c[nH]c2c1	6	1	3	4	.	10	7	i	-1	0
14	CCCOc1ccc(N2C(=O)CC(SCc3nc4ccccc4[nH]3)C2=O)cc1 (stereo unspecified)	3	2	-3	-8	-2.6	15	-4	i	-13	-4
15	O=C(NCC1CCCO1)/C(=C/c1ccccc1)NC(=O)c1ccccc1 (stereo unspecified)	1	3	3	-14	1.3	-12	13	-0.3	-8	-4
16	O=[N+]([O-])c1ccc(CN2CCN(c3ccc([N+](=O)[O-])cc3)CC2)cc1	-18	0	-1	19	0.4	17	13	-5.6	-5	-10
17	COc1cccc(C2/C(=C(/O)c3ccccc3)C(=O)C(=O)N2CCCC(=O)O)c1 (stereo unspecified)	-1	-1	-2	.	.	14	6	i	.	-1
18	COc1cc(Br)cc(CN2CCN(c3ncccn3)CC2)c1O	1	3	-19	-16	-3.4	5	-9	1.2	.	5
19	COc1ccc(CCNC(=O)CN2C(=O)COc3ccc(S(=O)(=O)N4CCCC4)cc32)c(OC)c1	-6	4	18	12	0.2	34	1	i	1	8
20	CC(O)c1nc2ccccc2n1Cc1ccc([N+](=O)[O-])cc1 (stereo unspecified)	4	4	-8	6	2.1	-5	-2	i	7	-20
21	O=C1C(=Cc2ccccc2)N2CCC1CC2	-23	.	-7	-12	-1.8	.	-2	1.9	.	11
22	Cc1ccc(Nc2c(-c3ccccn3)nc3ccc(C)cn23)cc1	6	-3	-6	-14	2.2	15	-1	-2.3	0	9
23	CN(C)[C@@H]1C(=O)C(C(N)=O)=C(O)[C@@]2(O)C(=O)C3=C(O)c4c(O)ccc(Cl)c4[C@@H](O)[C@H]3C[C@@H]12	5	-4	-13	-2	0.2	-11	11	15	-3	-8
24	CS(=O)(=O)Nc1ccc(C(=O)NCc2cccnc2)cc1	4	1	-13	0	-0.7	7	-10	i	-3	6
25	CCC(=O)c1ccc(OCC(=O)NCCCN2CCOCC2)cc1	-1	.	-1	-13	0.5	.	9	-0.9	.	4
26	Cc1ccc(S(=O)(=O)N2CCOC2CNC(=O)C(=O)NCCc2c[nH]c3ccccc23)cc1 (stereo unspecified)	-7	1	-5	7	0.2	5	7	-0.3	-12	13
27	O=C(O)CCOc1ccc2c(c1)OCCO2	6	5	2	-22	.	21	1	-4.0	3	-3
28	CC1(C(=O)NS(=O)(=O)c2ccc(Cl)cc2)CCN1C(=O)Cc1cc(F)ccc1F (stereo unspecified)	.	.	-7	.	-0.2	.	7	i	.	4
29	O=C(Nc1ncccn1)c1ccc(C(F)(F)F)cc1	0	-2	3	2	.	32	-16	i	3	-2
30	Cc1cccc([C@@H]2[C@@H]3C(=O)N(Cc4ccccc4)C(=O)[C@@H]3[C@]3(C)C(=O)N(c4ccc(C(F)(F)F)cc4)C(=O)N23)c1	-9	11	5	-7	.	36	.	-2.2	-26	.

Reprinted at random: 2 compounds from above, in no set order.
cpd	SMILES	MazEF act	SARS 3CLpro inh	Y pestis TopoI	PriA SSB inh	TcdB inh	DUSP3 inh	CCHFV vOTU inh	BH1578 lux ind	Rv3671c inh	PrPC TRFRET
8	COc1cc2c(cc1NC(=O)Nc1ccccc1)oc1ccccc12	37	-1	-24	-2	.	5	12	i	-33	24
27	O=C(O)CCOc1ccc2c(c1)OCCO2	6	5	2	-22	.	21	1	-4.0	3	-3

The listing picks up with the 3 entries that preceded the break.
cpd	SMILES	MazEF act	SARS 3CLpro inh	Y pestis TopoI	PriA SSB inh	TcdB inh	DUSP3 inh	CCHFV vOTU inh	BH1578 lux ind	Rv3671c inh	PrPC TRFRET
28	CC1(C(=O)NS(=O)(=O)c2ccc(Cl)cc2)CCN1C(=O)Cc1cc(F)ccc1F (stereo unspecified)	.	.	-7	.	-0.2	.	7	i	.	4
29	O=C(Nc1ncccn1)c1ccc(C(F)(F)F)cc1	0	-2	3	2	.	32	-16	i	3	-2
30	Cc1cccc([C@@H]2[C@@H]3C(=O)N(Cc4ccccc4)C(=O)[C@@H]3[C@]3(C)C(=O)N(c4ccc(C(F)(F)F)cc4)C(=O)N23)c1	-9	11	5	-7	.	36	.	-2.2	-26	.
31	Cc1ccc2c(c1)NC(=O)c1cc([N+](=O)[O-])ccc1O2	0	-3	4	-9	2.6	6	-10	i	-6	4
32	COc1ccc(CCNC(=O)Cn2nc([N+](=O)[O-])c(Br)c2C)cc1OC	1	2	1	1	-1.0	-13	6	i	2	-8
33	CC(=O)Nc1cccc(C(=O)N2CCN(S(=O)(=O)c3ccc(C4CCCCC4)cc3)CC2)c1	6	.	6	10	0.9	.	5	1.6	.	2
34	O=C(O)c1cc2nc(-c3ccccc3)cc(-c3ccccc3)n2n1	9	2	7	4&-7	0.3	-3	-12	i	0	-6
35	CC(=O)Nc1ccc(NC(=O)CSc2nc3nc(C)cc(C)c3c(=O)[nH]2)cc1	9	1	-6	-2	0.0	1	16	0.5	0	4
36	CCN(CC)CCSc1nnc(Nc2ccccc2)n1-c1ccccc1	4	-4	1	-13	1.0	18	6	-0.9	0	-16
37	O=C(CC1C(=O)NCCN1C(=O)Nc1ccccc1)Nc1ccc2c(c1)OCCO2 (stereo unspecified)	-6	-1	-2	-12	.	36	-2	i	0	1
38	COc1ccc2nc(SCC(=O)NC(C)c3ccccc3)[nH]c2c1 (stereo unspecified)	6	.	4	-2	1.4	.	-4	i	-5	4
39	Cc1cc(-c2ccccc2)nc2cc(C(=O)NCc3ccco3)nn12	4	6	10	2	0.9	9	-11	-0.2	-2	-2
40	CC(C)(C)c1ccc(C(O)c2ncc(-c3cccc(F)c3)[nH]2)cc1 (stereo unspecified)	.	.	-2	.	0.3	.	9	-0.5	.	-7
41	COCCN(C(=S)Nc1ccccc1OC)C1CCN(C(C)=O)CC1	0	5	-6	-8	.	4	9	i	0	0
42	COc1ccc(C2NC(c3ccc(OC)cc3OC)C(C)C(=O)C2C)c(OC)c1 (stereo unspecified)	7	1	4	-3	0.8	9	-7	-1.9	-2	2
43	O=C(CSc1nnc(-c2cccnc2)o1)c1cc2ccccc2oc1=O	14	5	2	-14	.	-13	2	0.6	4	-5
44	CCCCOC(=O)C1C2CCC(O2)C1C(=O)OCC (stereo unspecified)	8	.	-2	-7	1.3	.	-3	i	.	4
45	Cc1ccc(S(=O)(=O)Nc2nc3ccccc3s2)cc1[N+](=O)[O-]	4	5	3	-6	-0.9	20	1	-1.8	8	-3
46	CCOC(=O)Cc1csc(NC(=O)CSc2nc3sc(C(=O)O)c(C)c3c(=O)[nH]2)n1	1	2	5	-15	.	33	3	i	2	-1
47	Cc1ccc(S(=O)(=O)N2CCCC(C(=O)N3CCN(c4ccccc4)CC3)C2)cc1 (stereo unspecified)	-1	-4	22	-3	-0.9	25	26	2.4	-6	8
48	O=C(O)CCSc1nc(C(F)(F)F)cc(=O)n1-c1ccccc1	4	-3	5	-12	.	5	-6	i	-5	2
49	COc1ccc(/C=N/Nc2ccccn2)cc1O	2	0	-2	i	2.7	25	20	i	4	-5
50	O=C(O)C1CCCCC1C(=O)Nc1ccc2c(c1)CCC2 (stereo unspecified)	-2	2	-1	4	.	11	9	-0.5	-6	0
51	CCc1ccc(NC(=O)CC2C(=O)NCCN2C(=O)c2ccccc2OC)cc1 (stereo unspecified)	1	-2	7	2	1.1	2	6	-0.2	5	3
52	CCCCCCCCCCCCCCCC[N+](C)(C)CCN(Cc1ccc(OC)cc1)c1ncccn1	-144	.	17	7	.	.	.	-3.8	17	.
53	CC(C)Sc1nc2ccsc2c(=O)[nH]1	-2	3	2	-25	0.0	9	-9	-0.5	-5	-5
54	Cn1c(Sc2nc3ccccc3n2C)nc2ccccc21	6	5	1	-13	.	19	2	-0.7	4	3
55	O=C(Nc1ccccc1F)C1C2C=CC3(O2)C1C(=O)N(c1cccnc1)C3C(=O)NC1CCCCC1 (stereo unspecified)	0	-4	-2	-3	.	-2	-11	-0.4	-8	-3
56	CCSc1ccccc1C(=O)N1CCC2(CC1)CC(=O)c1ccccc1O2	-6	.	14	-2	1.2	.	-9	-0.3	-2	-7
57	Cc1ccc(/C=N/Nc2nncn2N)cc1	-12	-2	-8	.	-1.7	.	87*	-0.6	-21	4
58	COc1ccc(NC(=O)CSc2nc(-c3ccc(C)cc3)cc(C(F)(F)F)c2C#N)cc1	-18	4	-5	-1	.	23	8	i	-1	-3
59	COc1cc(NC(=O)C2CCCN(S(=O)(=O)c3cnc[nH]3)C2)cc(OC)c1 (stereo unspecified)	-7	-3	0	0	0.7	-16	18	-0.2	4	-7
60	Cc1ccc(S(=O)(=O)c2cc3ccccc3oc2=O)cc1	0	1	7	-8	.	-6	-5	-0.1	1	5
61	COc1cc(CN=C(C)c2c(O)n(C3CCCCC3)c(=O)[nH]c2=O)cc(OC)c1	5	5	26	1	-0.2	-7	-2	-0.3	-12	-1
62	CCCCCCC(=O)Oc1ccc(N2C(=O)CCC2=O)cc1	-1	5	0	-3	0.4	-10	14	1.1	-2	6
63	CN(Cc1cc2ccccc2[nH]c1=O)C(=O)C1CCCCC1	7	-2	-1	-10	.	8	-124	i	-1	1
64	Cn1c(=O)c(=O)n(C)c2cc(S(=O)(=O)N3CCCCCC3)ccc21	2	2	3	-15	.	19	-4	0.1	-3	-3
65	COc1cc(/C=C/C(=O)c2ccc3c(c2)OCO3)cc(OC)c1OC	-5	.	18	1	0.4	.	.	0.7	7	.
66	CC(C)CN(CC(C)C)C(=O)Nc1ccc(F)cc1F	-4	7	1	-6	0.3	13	7	i	7	0
67	Cc1ccc(C(c2nnnn2CS(=O)(=O)c2ccc(C)cc2)N2CCC(C(N)=O)CC2)cc1 (stereo unspecified)	0	1	17	-4	.	4	-4	7.7	-2	4
68	COCCN1CN=C(Nc2nc3ccccc3o2)NC1	4	-7	0	0	.	15	9	i	4	1
69	COc1ccc(C2SCCN2S(=O)(=O)c2ccccc2)cc1 (stereo unspecified)	-29	2	8	-33	-6.1	-1	-12	1.1	-1	10
70	Cc1c(-n2c(=S)[nH]c3ccccc3c2=O)c(=O)n(-c2ccccc2)n1C	-5	0	3	11&-9	.	23	3	-5.9	8	0
71	Cc1ccc(CNC(=O)CN(Cc2ccccc2)S(C)(=O)=O)cc1	-13	-3	-8	1	.	36	4	-2.9	-9	-7

Bioassay records as filed in PubChem.
